Source: PubChem
CFTR F508del cor: correctors of CFTR F508del function in bronchial epithelial cells; CFBE cells, YFP halide quenching; stimulated with forskolin plus potentiator P3; % fluorescence drop versus neutral controls; activity (quench increase), % at 7.58 µM; 350,000 compounds, 0.36% hits;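 active = mean added fluorescence quench of at least 8% versus neutral control, with both replicates also reaching 8%; inconclusive = only one of the mean or replicate conditions met; inactive = mean below 8% and not both replicates reaching 8%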;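 also: cells transiently co-express mutant CFTR-F508del with the halide-sensitive YFP; corrector assay measuring rescue of mutant channel to the surface after 24 h compound exposure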
GSIS activator: primary screen for activators of insulin secretion dependent on glucose, INS-1E cells, GLuc reporter luminescence; INS-1E GLuc reporter insulin secretion, 2-3 h; activation, % at 16.6 µM; 370,000 compounds, 0.61% hits; AID 743287;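 active = lowest replicate activation of at least 40%, so every replicate reaches that level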;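 also: 0% = median of neutral control wells and 100% = median of IBMX positive control wells; some compounds called inactive have numbers as strong as hits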
ERp5 block: ERp5 (human) disulfide isomerase inhibition | Q15084 | ERp5 insulin aggregation, absorbance 650 nm, 90 min | inhibition, % at 9.99 µM | 350,000 compounds, 0.05% hits;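 active = mean replicate inhibition above about 25%, with every replicate also reaching it, limit read from the data, passing the limit was not always enough; inconclusive = only one of those two criteria met; inactive = neither criterion met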
Target sequence (Q15084 whole entry, looked up): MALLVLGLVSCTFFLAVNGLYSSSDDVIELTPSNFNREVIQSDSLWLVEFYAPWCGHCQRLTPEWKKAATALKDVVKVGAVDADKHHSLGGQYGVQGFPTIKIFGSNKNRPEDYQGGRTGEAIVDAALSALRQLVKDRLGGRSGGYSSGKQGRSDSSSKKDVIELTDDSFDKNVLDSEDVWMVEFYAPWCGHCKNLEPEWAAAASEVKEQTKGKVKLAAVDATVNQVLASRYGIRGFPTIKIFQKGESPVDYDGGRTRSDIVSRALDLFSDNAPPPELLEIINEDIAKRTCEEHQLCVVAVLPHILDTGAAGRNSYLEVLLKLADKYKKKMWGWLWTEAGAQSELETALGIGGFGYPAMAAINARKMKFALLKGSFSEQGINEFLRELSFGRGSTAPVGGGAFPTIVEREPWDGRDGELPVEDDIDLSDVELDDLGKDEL
Xi reactivation: X-chromosome reactivation activator | XiGFP mouse fibroblasts, % GFP-positive cells imaging, 3 d; cells co-treated with 5-aza-dC sensitizer; scaled so ellipticine positive control = 100% | 360,000 compounds, 0.055% hits | activation, % at 7.58 µM | AID 743238;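 active = mean normalized replicate activation at least 10% and every replicate at or above 10%; inconclusive = only one of the two criteria met; inactive = mean below 10% and not all replicates reach 10%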;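 also: 0% = median of on-plate neutral control wells and 100% = ellipticine 6 µM median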
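System: XiGFP fibroblasts, SV40-immortalized. Medium: DMEM plus 5-aza-dC sensitizer. Doses: single point. Timing: 3 d treatment, 15 min room-temperature fixation. Control set: ellipticine 6 µM.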
EWS-Fli inh: inhibitors of EWS/Fli oncoprotein transcriptional activity. AID 651661. A673 NR0B1-luciferase reporter, viability-normalised. 350,000 compounds, 0.67% hits. inhibition, % at 12.6 µM;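 active = mean inhibition of at least 50% after viability correction, with every replicate also passing that limit; inconclusive = mean reaches 50% but only one of two replicates passes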;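 also: firefly luciferase signal divided by Alamar Blue viability fluorescence both relative to DMSO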
PAX8 inh HTS: PAX8 transcriptional activity inhibition | AID 652154 | RMG-I TPO-luciferase reporter, SteadyGlo, 24 h | inhibition, % at 12.6 µM | 360,000 compounds, 1.2% hits;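 active = mean replicate inhibition at least 60% with every replicate also reaching 60%; inconclusive = only one of the two criteria is met; inactive = mean below 60% and not all replicates reaching 60%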;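 also: luciferase light reporting Pax8 driven TPO promoter activity; plate controls were median of neutral control wells for no effect and mitoxantrone controls for full effect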
DENV2 CPE: DENV2-induced cell death inhibition | CPE inhibition, % at 9.99 µM | 350,000 compounds, 1.7% hits | AID 651640 | DENV2-infected cells, cytopathic effect rescue, plate reader; in the data active = CPE inhibition above about 20%, passing the limit was not always enough; inconclusive = no clear call, values can overlap the other calls; tested in BHK-21 cells;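 also: 0% = median of neutral control wells and 100% = median of positive control wells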
ARNT-TACC3 inh: disruptors of human ARNT/TACC3 interaction | Q9Y6A5 | AlphaScreen His-ARNT PAS-B/GST-TACC3 binding, luminescence; TACC3 fragment carries E629A point mutation | inhibition, % at 9.99 µM | 390,000 compounds, 0.66% hits;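 active = mean inhibition of replicates at least 50% and at least half of replicates each reaching 50%; inconclusive = half or more replicates reach 50% but mean below 50%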;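 also: 0% = complete ARNT plus TACC3 wells and 100% = ARNT alone without TACC3; many hits fall short of the cut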
Starred values were filed as active, the others as inactive; u = inconclusive; x = not tested or not shown; & = joins results of further samples.

SMILES	CFTR F508del cor	GSIS activator	ERp5 block	Xi reactivation	EWS-Fli inh	PAX8 inh HTS	DENV2 CPE	ARNT-TACC3 inh
COc1ccc(N2CC(NC(=O)c3ccc4ccccc4c3)CC2=O)cc1OC (stereo not drawn)	-3.9	5	13	0.0	-1	17	-8	-2
Cc1ccsc1/C=N/N=C/c1sccc1C	-2.9	-6	1	0.0	-32	-109	-2	-16
C[C@@H]1CN([C@@H](C)CO)C(=O)c2cccc(NC(=O)c3nc4ccccc4s3)c2O[C@@H]1CN(C)S(=O)(=O)c1ccc(F)cc1	0.2	-7	0	0.3	0	9	-8	10
COc1ccc(-c2ccc3nccn3c2)cc1	-0.8	14	3	0.0	-43	-114	-2	x
CCOC(=O)c1c(NC(=O)CSc2nccc(=O)[nH]2)sc(C)c1C	-0.5	3	0	0.3	2	1	-5	1
COc1ccc(NS(=O)(=O)c2cc(NC(=O)c3cc(F)c(F)c(F)c3F)ccc2N2CCCC2)cc1	-1.7	4	u	-0.1	7	0	2	-2
OCC1CCCN(C(=S)Nc2ccc(Oc3ccccc3)cc2)C1 (stereo not drawn)	0.5	-10	3	0.0	-139	-129	-3	2
COC(=O)c1ccc(CNC(=O)Cn2cnnn2)cc1	2.5	-1	-1	0.0	-12	24	6	7
CCCOC(=O)CC1C(=O)NCCN1Cc1ccc(F)cc1 (stereo not drawn)	0.7	1	0	0.0	0	9	0	-1
COc1ccc(CNC(=O)COC(=O)c2c(NC(C)=O)sc(C)c2C)cc1OC	0.9	-29	-5	0.1	0	12	13	x
O=C(Nc1nc2cc3c(cc2s1)OCCO3)C1=COCCO1	0.5	-4	-2	0.0	89*	94*	8	16
Cc1nn(C(C)C(=O)NCCN2CCCC2)c(=O)c2c1sc1ccccc12 (stereo not drawn)	-2.2	-3	5	0.2	7	9	3	-2
CCNC(=O)NC(=O)C(C)OC(=O)C1CCN(S(=O)(=O)c2ccc(C)c(C)c2)CC1 (stereo not drawn)	x	-2	3	0.2	-2	22	-9	-5
CCC(=O)N1[C@@H]2c3cccc(=O)n3C[C@@H]2[C@@H](CO)[C@@H]1C(=O)N[C@H](C)c1ccccc1	-2.6	1	7	-0.1	5	x	-5	x
CN(CC(=O)Nc1ccc(Cl)c(C(F)(F)F)c1)C(=O)COC(=O)C1CC2CCCC(C1)C2=O (stereo not drawn)	0.6	-42	-5	0.1	7	17	-6	-1
CNC(=O)C[C@H]1CC[C@H]2[C@H](COc3ccc(NC(=O)Nc4ccccc4OC)cc3C(=O)N2C)O1	1.4	9	-1	0.4	-21	6	6	19
CC(C)CCNC(=S)Nc1ccc(Br)cc1	-0.2	-35	3	0.0	-17	27	-11	-10
O=C(C[C@@H]1C[C@@H]2c3cc(NC(=O)Nc4ccccc4)ccc3O[C@@H]2[C@@H](CO)O1)NCc1cccc(F)c1	2.6	1	-7	-0.1	2	8	-3	-6
COc1ccc(C(=O)NC(C)C2CC3CCC2C3)c(OC)c1 (stereo not drawn)	-1.5	5	2	0.0	11	4	15	3
C=CC[C@H](CC(=O)NCCO)C(=O)N[C@H](COC(=O)[C@H](CC=C)CC(=O)OC(C)(C)C)c1ccccc1	-0.8	-23	-4	0.0	-3	-7	3	-1
Nc1c(C(=O)CSc2nccn2-c2ccc(Cl)cc2)c(=O)[nH]c(=O)n1C1CC1	3.0	7	4	0.4	-2	-5	-10	-1
CC(=O)N(C)C[C@@H]1[C@@H](c2ccc(-c3ccccc3F)cc2)[C@@H](CO)N1C(C)=O	-0.1	4	1	0.0	-1	12	9	6
O=C(c1ccc(OC2CCN(Cc3ccccc3OC(F)F)CC2)cc1)N1CCCC1	-3.4	5	1	0.0	23	18	-1	-8
CCCc1cn(CC[C@@H]2CC[C@H](NS(=O)(=O)c3ccccc3Cl)[C@H](CO)O2)nn1	-1.9	-8	2	-0.3	7	-3	-3	-10
Cc1cn([C@H]2C[C@H](O)[C@@H](CNCc3ccc(Oc4cc(-n5cccn5)ncn4)cc3)O2)c(=O)[nH]c1=O	0.1	9	3	0.2	-12	5	u	x
O=C(Nc1nc(-c2nc3ccccc3s2)cs1)c1ccco1	-0.7	7	-5	0.1	-98	-139	-1	-3
CSc1nnc(-c2cccc(NC(=S)NN)c2)o1	-1.3	-8	2	0.1	-5	-11	-2	x
O=C(CSc1n[nH]c(=O)[nH]c1=O)Nc1ccc(Br)cc1Br	1.6	18	2	-0.2	-2	2	-3	-1
CC(=O)c1ccccc1NC(=O)CSCc1nc2sc(C)c(C)c2c(=O)[nH]1	1.0	18	2	0.0	1	-11	16	-2
COc1ccc(C(=O)N2CCC2)cc1S(=O)(=O)NCc1ccc(Cl)cc1	0.0	2	4	0.1	0	8	-2	3
Cn1nc(C(=O)OCC(=O)Nc2ccc3ccccc3c2)c2ccccc2c1=O	1.0	0	-3	-0.2	2	-34	-7	-5
Cc1oc2cc3oc(=O)cc(C)c3cc2c1C	x	2	2	0.3	-56	-101	3	-3
O=C(NC1CCC1)[C@@H]1[C@@H](CO)[C@@H]2Cn3c(ccc(-c4ccccc4)c3=O)[C@@H]2N1CC1CC1	0.2	6	-6	0.3	1	x	-8	x
O=C(COc1coc(CN2CCc3ccccc3C2)cc1=O)Nc1ccc([N+](=O)[O-])cc1	1.1	-12	-1	0.6	9	-3	-9	4
O=C(N/N=C/c1c(O)ccc2ccccc12)c1cccc(C(F)(F)F)c1	x	-26	x	1.0	x	70*	x	-23
Cc1cc(C)cc(C(O)c2ncc(-c3cccc(C(F)(F)F)c3)[nH]2)c1 (stereo not drawn)	-2.1	-9	5	0.1	8	-2	-2	x
Cc1c(NC(=O)C(C)OC(=O)CC2CC3CCC2C3)c(=O)n(-c2ccccc2)n1C (stereo not drawn)	0.2	3	-3	0.0	-1	11	-1	-1
CN1CCCC1=Nc1ccccc1	0.6	-1	7	0.1	-10	5	1	x
CC(O)(c1cccnc1)c1nc(-c2ccoc2)cs1 (stereo not drawn)	2.3	11	-4	-0.1	9	-20	4	x
Cc1cc(C)nc(SC2CC(=O)N(c3ccc(Br)cc3)C2=O)n1 (stereo not drawn)	-1.3	-8	0	0.0	6	9	-3	-8
CCOc1ccc(OCC)c(S(=O)(=O)N2CCOCC2)c1	0.0	2	8	0.0	2	3	-5	-9
C[C@@H]1CN([C@H](C)CO)C(=O)c2cc(NS(C)(=O)=O)ccc2O[C@@H]1CN(C)S(=O)(=O)c1cccs1	3.2	11	6	-1.1	-1	x	16	1
COc1ccc(C(C)=O)cc1CSc1ccc(S(=O)(=O)N2CCCCC2)cn1	1.5	4	1	0.0	-8	-23	x	x
COC(=O)CC1c2cc(OC)c(OC)cc2CC(=O)c2cc(OC)c(OC)cc21 (stereo not drawn)	x	5	-1	0.0	1	-13	2	6
CCN(C(=O)COC(=O)c1cccc2ccccc12)c1c(N)n(Cc2ccccc2)c(=O)[nH]c1=O	18*	-24	-10	0.0	5	8	7	10
C/C(=N\N=c1/sc2ccccc2n1C)c1ccccn1	2.6	4	4	0.0	-81	-55	-4	2
CCC(C(=O)NCCc1ccc(S(N)(=O)=O)cc1)c1ccccc1 (stereo not drawn)	2.3	-9	-1	-0.1	7	3	-2	-3
Cc1oc(-c2cccc(C(F)(F)F)c2)nc1CN1CCC[C@H]1CO	-0.9	-3	-7	0.5	-4	14	-3	0
O=C(c1cnccn1)N1CC(=O)N2[C@H](CO)[C@H](c3ccc(C#CCc4ccccc4)cc3)[C@H]2C1	0.9	-4	-3	0.0	-6	50	-15	x
CC(C)C#Cc1ccc([C@@H]2[C@@H](CO)N3C(=O)CN(C(=O)Cc4ccccc4)C[C@@H]23)cc1	3.4	-19	-5	0.0	1	x	-9	x
O=C(Nc1ccc(Nc2ccccc2)cc1)c1ccc(Br)cc1	-6.5	x	3	0.0	11	40	-5	9
O=C(c1ccc(S(=O)(=O)c2ccccc2)cc1)N1CCc2ccccc2C1	x	-7	x	-0.2	x	17	x	4
CCOCCn1ccc2c(OCC(=O)NCCc3ccc(OC)c(OC)c3)cccc2c1=O	2.4	1	-2	0.0	12	10	-6	2
CN(C)CC(=O)Nc1ccc2c(c1)[C@@H]1C[C@@H](CC(=O)NCc3ccncc3)O[C@@H](CO)[C@@H]1O2	-0.4	-26	-1	0.3	-7	-24	4	3
CCc1noc(C)c1C(=O)Nc1ccc(Cl)c(S(=O)(=O)N2CCCCC2)c1	-0.9	-39	6	0.2	22	11	-4	-16
Cc1ccc2c(C)c(C(=O)NCCc3ccco3)oc2c1C	-2.2	-38	-1	0.1	-2	x	-6	-2
Cn1cc(C=O)c(-c2ccc3c(c2)OCCCO3)n1	-1.0	7	2	0.0	-70	-98	0	x
CCOc1ccc(-c2nnn(CCC#N)n2)cc1OC	-2.6	3	17	0.0	8	9	-2	-2
COc1ccc(-c2cnc3c(c2)C(=O)N([C@H](C)CO)C[C@H](C)[C@H](CN(C)S(=O)(=O)c2ccc(OC)cc2)O3)cc1	-1.3&-4.3	-1	x	-0.1	-2&-1	x	x	x
CC(C)CC#Cc1cnc2c(c1)C(=O)N([C@@H](C)CO)C[C@H](C)[C@H](CN(C)C(=O)Nc1ccccc1F)O2	-0.5	-19	8	-1.2	-2	x	10	4

Two of these compounds in a different format.
molecule | CFTR F508del cor | GSIS activator | ERp5 block | Xi reactivation | EWS-Fli inh | PAX8 inh HTS | DENV2 CPE | ARNT-TACC3 inh
COc1ccc(CNC(=O)COC(=O)c2c(NC(C)=O)sc(C)c2C)cc1OC | 0.9 | -29 | -5 | 0.1 | 0 | 12 | 13 | x
COc1ccc(NS(=O)(=O)c2cc(NC(=O)c3cc(F)c(F)c(F)c3F)ccc2N2CCCC2)cc1 | -1.7 | 4 | u | -0.1 | 7 | 0 | 2 | -2

More structures follow.
SMILES	CFTR F508del cor	GSIS activator	ERp5 block	Xi reactivation	EWS-Fli inh	PAX8 inh HTS	DENV2 CPE	ARNT-TACC3 inh
COc1ccc(CN(C)C[C@H]2Oc3c(NC(=O)Nc4ccc(OC)cc4)cccc3C(=O)N([C@H](C)CO)C[C@@H]2C)cc1	-2.8	-7	-3	0.2	-10	x	-4	2
CCCCN(CCCNC(=O)c1ccc2c(c1)NC(=O)CN2C)c1ccccc1	1.2	8	-4	0.0	37	u	-8	x
CCOc1cc(C(=O)Nc2ccc(C(=O)NCCN(CC)CC)cc2)ccc1OCC(=O)N1CCOCC1	-1.6	4	-11	0.0	0	-5	1	3
Cc1ccc(NC(=O)c2sc(N)nc2-c2ccccc2)cc1C	-0.6	0	5	-0.1	7	0	0	-1
c1ccc(CCNc2ccnc3cc4ccccc4cc23)cc1	-1.4	-38	3	0.0	44	50	6	27
COC(=O)[C@]1(C)CCC[C@@]2(C)C3CC[C@@]4(C)C[C@]3(CC[C@H]12)C[C@H]4O (stereo partly drawn)	2.0	-6	-1	0.2	2	-5	4	-1
C[C@@H]1CN([C@H](C)CO)C(=O)c2cc(NC(=O)Nc3cccc4ccccc34)ccc2O[C@@H]1CN(C)CC1CCCCC1	-0.7	-23	3	0.0	70*	x	u	5
CN(CC(=O)O)c1ccc(C(F)(F)F)cc1[N+](=O)[O-]	-1.7	-5	-2	0.0	6	4	6	1
CCc1ccc(S(=O)(=O)c2n[nH]n3c2nc(=O)c2ccccc23)cc1	1.7	-3	-7	x	6	x	-8	7
CCC(CC)C(=O)c1c[nH]c(C(=O)N2CCN(c3ccccc3)CC2)c1	0.5	-4	6	-0.1	-2	12	1	-8
